AddAB inh: growth inhibition of E. coli expressing H. pylori AddAB, primary screen, AddAB inhibitor project, absorbance. AID 435030, 2010. inhibition, % at 11.9 µM. 330,000 tested, 0.29% active; in the data active means inhibition above about 12%;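 further: 0% = vehicle wells of infected cells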
phage Ecoli inh: growth loss of phage-infected E. coli, primary screen, RecBCD inhibitor project, absorbance, with phage, HTS. inhibition, % at 11.9 µM. 360,000 tested, 0.26% active. AID 651602, 2012; in the data active means inhibition above about 11%
Rtt109 Vps75: inhibitors of C. albicans Rtt109/Vps75 HAT, primary screen, biochemical, ThioGlo CoA-SH fluorescence, plate reader. AID 540336, 2011. inhibition, % at 34.9 µM. 330,000 tested, 0.16% active. purified Rtt109/Vps75, 4 h. Histone acetyltransferase RTT109 (Candida albicans (strain SC5314 / ATCC MYA-2876)), …;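 active means inhibition of at least 50% in every replicate; inconclusive means best replicate reaches 50% inhibition but some replicates fall short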
Target sequence (Q5AAJ8 whole entry, looked up): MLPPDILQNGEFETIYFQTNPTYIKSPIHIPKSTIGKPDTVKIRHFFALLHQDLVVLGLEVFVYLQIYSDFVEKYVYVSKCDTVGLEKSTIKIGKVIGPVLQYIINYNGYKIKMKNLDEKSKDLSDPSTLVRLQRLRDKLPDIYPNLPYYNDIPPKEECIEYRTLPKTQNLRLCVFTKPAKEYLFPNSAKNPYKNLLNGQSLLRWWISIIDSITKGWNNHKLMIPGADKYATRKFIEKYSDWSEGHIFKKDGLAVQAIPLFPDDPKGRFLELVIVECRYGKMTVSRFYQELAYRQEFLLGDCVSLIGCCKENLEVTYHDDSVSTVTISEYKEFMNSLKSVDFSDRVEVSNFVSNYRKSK
PvdQ acylase: P. aeruginosa PvdQ acylase inhibitors, primary screen, biochemical, fluorescence, plate reader and imaging, single point; PvdQ acylase [Pseudomonas aeruginosa LESB58]; purified PvdQ acylase; inhibition, % at 10 µM; 340,000 tested, 0.063% active; in the data active means inhibition above about 30%, passing the limit was not always enough; inconclusive means no clear call, values can overlap the other calls;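 further: 0% = vehicle neutral wells and 100% = reference inhibitor wells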
PfHsp90 set2: growth inhibition of PfHsp90-expressing yeast, primary screen, antimalarial PfHsp90 inhibitor project, S. cerevisiae, BacTiter-Glo luminescence, single point, set 2; BacTiter-Glo ATP, 48 h; yeast lacking PDR1 and PDR3 efflux regulators; inhibition, % at 9.4 µM; 310,000 tested, 0.32% active;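 active means every replicate shows inhibition above about 80%, whatever the replicate mean, limit read from the data; inconclusive means mean inhibition reaches the set limit but some replicate falls short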;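 further: 0% = DMSO neutral controls and 100% = 20 µM radicicol positive controls; yeast relying on Plasmodium falciparum Hsp90 in place of its own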
DAGLB inhibitor: DAGLB lipase inhibitors, primary screen, biochemical, fluorescence, HTS. AID 504411, 2011. inhibition, % at 5.17 µM. 340,000 tested, 0.059% active. HEK293T DAGLB membrane lysate, EnzChek fluorogenic substrate; in the data active means inhibition above about 34%;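 further: 0% = enzyme with vehicle and 100% = wells lacking enzyme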
Target sequence (Q8NCG7 whole entry, looked up): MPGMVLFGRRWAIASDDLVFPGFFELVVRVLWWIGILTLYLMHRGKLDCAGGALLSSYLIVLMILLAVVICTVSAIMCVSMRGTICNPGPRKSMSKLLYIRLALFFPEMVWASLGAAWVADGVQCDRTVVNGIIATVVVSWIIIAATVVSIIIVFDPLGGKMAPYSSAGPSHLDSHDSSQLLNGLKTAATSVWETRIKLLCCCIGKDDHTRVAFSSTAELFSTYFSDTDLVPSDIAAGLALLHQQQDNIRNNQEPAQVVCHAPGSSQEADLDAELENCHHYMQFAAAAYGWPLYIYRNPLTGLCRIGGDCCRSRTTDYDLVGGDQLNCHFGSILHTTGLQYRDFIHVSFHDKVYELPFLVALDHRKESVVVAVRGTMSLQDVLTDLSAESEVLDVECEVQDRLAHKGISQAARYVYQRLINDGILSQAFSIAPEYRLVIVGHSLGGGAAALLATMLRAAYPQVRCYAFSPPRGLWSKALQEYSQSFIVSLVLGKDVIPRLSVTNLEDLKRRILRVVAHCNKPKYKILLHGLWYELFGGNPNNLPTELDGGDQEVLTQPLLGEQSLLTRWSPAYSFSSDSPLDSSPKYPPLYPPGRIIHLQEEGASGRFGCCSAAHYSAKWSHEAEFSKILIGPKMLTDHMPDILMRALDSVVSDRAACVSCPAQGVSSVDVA
Tat export inh: E. coli Tat export inhibitors, primary screen, MC4100, TorA-mCherry reporter, fluorescence, single point | inhibition, % at 10 µM | 340,000 tested, 0.036% active | AID 488895, 2010;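 active means mean replicate inhibition at least 50% and at least half of replicates individually reaching 50%; inconclusive means only one of the two criteria met; inactive means neither criterion met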;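 further: exported cargo escapes ClpAP degradation while cytoplasmic cargo is degraded and loses fluorescence; 0% = median of neutral control wells and 100% = median of NaSCN control wells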
CAL PDZ FP: CAL PDZ peptide-binding inhibitors, primary screen, biochemical, fluorescence polarization, Cer-tagged CAL PDZ, HTS. purified CAL PDZ, TMR-peptide fluorescence polarization, 1 h. inhibition, % at 20 µM. 330,000 tested, 0.02% active. AID 504414, 2011;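 active means highest replicate inhibition of at least 40%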;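 further: plate controls were DMSO neutral control wells for no effect and unlabeled competitor peptide control wells for full effect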
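material = purified tagged CAL PDZ domain construct (CerCALP) | buffer or medium = sodium phosphate/NaCl buffer pH 7.4 with TCEP, IgG, Thesit | reagent = TMR-labelled reporter peptide T*-PRC34 bound in PDZ groove | incubation = 1 h room-temperature incubation prior to read | measured by = fluorescence polarization (mP) | evaluation = percent inhibition from loss of millipolarization | control set = unlabelled peptide and DMSO controls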
Ecoli viability: E. coli V3065 growth inhibition, primary screen, counter-screen for AddAB inhibitor project, absorbance, OD600; 18 h; inhibition, % at 11.9 µM; 330,000 tested, 0.27% active; AID 449728, 2010;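 active means inhibition above the campaign's mean inhibition across all tested compounds plus 3 SD, cut at about 9.9% in these data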;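 further: uninfected addAB+ strain grown without phage in ampicillin broth; 0% = DMSO wells and 100% = ciprofloxacin 0.95 µg/ml wells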
Wnt act: Wnt/beta-catenin pathway activators, primary screen, cell-based, plate reader, single point. Wnt/beta-catenin reporter cell assay, activator. activation, % at 9.35 µM. 300,000 tested, 1.2% active. AID 743398, 2014; in the data active means activation above about 30%, passing the limit was not always enough; inconclusive means no clear call, values can overlap the other calls;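 further: 0% = neutral control wells and 100% = positive control wells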
* = called active by the depositor; ? = inconclusive; · = no result given. This is a subset. The share of hits here may be higher or lower than overall.

1. COc1ccc(CNCCc2ccc(Cl)cc2Cl)cc1
2. CCOc1cc(C2NCc3ccccc3-n3cccc32)ccc1O (stereo not given)
3. O=C(CCCn1c(=O)[nH]c2cc(Cl)ccc2c1=O)N1CCC2(CC1)OCCO2
4. CCC(CC)N1CCN(Cc2nc3ccccc3c(=O)n2-c2ccc(F)cc2)CC1
5. O=C(CN1CCCC1)Nc1ccc(Cl)cc1C(=O)c1ccccc1
6. CC(=O)OC1(Cc2ccccc2)CN2CCC1c1ccccc12 (stereo not given)
7. C[N+](C)(C)CC(=O)O
8. O=C1NC(=O)C(=Cc2coc3ccc(O)cc3c2=O)C(=O)N1
9. Cc1ccc2c(c1)C1CN(C)CCC1N2C(=O)Nc1cccc(C(F)(F)F)c1 (stereo not given)
10. COC(=O)C(NC(=S)N1CC2C[C@@H](C1)Cn1c2cccc1=O)C(C)C (stereo not given in full)
assay / entry	1	2	3	4	5	6	7	8	9	10
AddAB inh	0.5	4.0	1.2	0.7	-1.9	3.6	-0.4	3.4	0.6	·
phage Ecoli inh	4.0	2.0	2.5	-1.0	3.6	2.2	3.8	2.0	2.5	-1.6
Rtt109 Vps75	-3	26	0	0	-4	15	-3	1	1	-17
PvdQ acylase	2	-8	-13	-12	-6	1	-8	0	1	6
PfHsp90 set2	19	-16	-1	-29	-27	15	9	19	7	8
DAGLB inhibitor	-2	-1	-4	2	0	-4	1	1	-1	-1
Tat export inh	-3	5	-5	-10	4	1	-8	0	0	9
CAL PDZ FP	0.4	-1.1	-0.5	-0.5	-0.7	-0.9	-0.2	-2.4	-2.1	-0.9
Ecoli viability	-4.1	1.2	-1.4	1.3	0.5	0.4	-1.2	3.6	1.2	·
Wnt act	-1	·	0	0	-1	-1	-2	4	-6	-4

11. CCc1cc(=O)oc2cc(OCC(=O)N3C[C@H]4C[C@@H](C3)c3cccc(=O)n3C4)c(Cl)cc12
12. Cc1cccc(N2C(=O)NC(=O)/C(=C\c3cc(C)n(-c4sc5c(c4C#N)CCCC5)c3C)C2=O)c1C
13. C=Cn1ccnc1P(=S)(c1c(C)nn(-c2ccccc2)c1C)c1nccn1C=C
14. C=C[C@@H]1C[C@@]1(C)[C@@H](NP(=O)(c1ccccc1)c1ccccc1)c1ccccc1
15. COc1ccc(CC(=O)C2C(=O)N(C)c3ccccc32)cc1OC (stereo not given)
16. Cc1nonc1-c1nc(-c2nonc2N)n[nH]1
17. CC1=NN(Cc2c[nH]c3ccccc23)C(C)(C)C1
18. COc1ccc(OC)c(N2C(=O)NC(=O)/C(=C/c3ccc([N+](=O)[O-])s3)C2=O)c1
19. COCCCn1c(N)c(C(=O)Nc2ccccc2)c2nc3ccccc3nc21
20. Cc1cccc(NC(N)=S)c1
assay / entry	11	12	13	14	15	16	17	18	19	20
AddAB inh	2.0	2.3	-0.2	-1.0	·	-0.6	2.1	0.0	1.1	1.0
phage Ecoli inh	1.7	1.1	1.8	3.8	2.2	3.4	3.2	2.6	-1.5	2.6
Rtt109 Vps75	-16	-9	-1	-6	-2	2	9	25	·	-1
PvdQ acylase	-12	-10	-9	-12	11	-7	-8	11	·	-15
PfHsp90 set2	8	7	12	14	0	2	-13	105*	·	-12
DAGLB inhibitor	-5	19	5	-9	4	-1	-2	11	·	5
Tat export inh	-6	2	1	?	8	3	2	8	·	16
CAL PDZ FP	0.3	-2.2	-0.3	-0.5	-0.8	-0.2	-1.9	-0.5	·	-1.2
Ecoli viability	0.2	-0.5	1.9	-0.9	·	-0.5	1.8	-0.4	1.8	1.7
Wnt act	-1	-8	·	-1	-5	·	7	0	4	-1

21. Cc1cccc(C)c1NC(=O)c1cccn(Cc2ccc3c(c2)OC(F)(F)O3)c1=O
22. O=C(Nc1ccccc1)OC1CN=C(N[N+](=O)[O-])NC1 (stereo not given)
23. COc1cc2[nH]c(=O)n(-c3ccccc3)c(=O)c2cc1OC
24. O=c1c2ccccc2[nH]c(=S)n1-c1ccc2c(c1)OCCO2
25. CCOC(=O)c1c(C)[nH]c(C(=O)C(C)N2CCCC2)c1C (stereo not given)
26. CCOC(=O)c1sc(/N=C/c2c(O)n(-c3ccccc3)c(=O)[nH]c2=O)c(C#N)c1C
27. CCOC(=O)c1[nH]ncc1CN1CCCC(C(=O)c2cccc(Cl)c2)C1 (stereo not given)
28. CC1(C)Cc2c(sc3c2C(=O)NC(c2cccnc2)N3)CO1 (stereo not given)
29. CCc1ccc(OCC(=O)N2CCN(CC(=O)Nc3ccccc3Cl)CC2)cc1
30. CC[n+]1c(SC)ccc2cc(OC)ccc21
assay / entry	21	22	23	24	25	26	27	28	29	30
AddAB inh	7.1	1.6	1.6	-1.2	8.0	2.0	1.8	-0.3	-0.1	3.0
phage Ecoli inh	2.7	5.0	2.3	4.0	1.3	3.0	0.3	3.4	2.7	1.5
Rtt109 Vps75	9	-7	8	-3	-2	9	-6	0	3	-49
PvdQ acylase	-14	-4	-3	-3	-3	10	-4	2	-11	-5
PfHsp90 set2	·	-47	-7	1	19	24	26	0	-18	-2
DAGLB inhibitor	-1	-1	1	4	1	-4	1	2	-3	-2
Tat export inh	8	7	5	6	4	-5	2	8	12	5
CAL PDZ FP	-0.1	-1.7	-1.6	-0.2	-0.7	0.7	0.4	0.0	-1.0	-0.6
Ecoli viability	-0.3	-3.2	-1.1	0.5	1.4	0.6	0.1	1.0	-3.3	0.1
Wnt act	·	-2	·	37*	0	·	2	·	-2	-3

31. Cc1ccc(C)c(OCC(=O)N2CCN(Cc3ccc4c(c3)OCO4)CC2)c1
32. COc1ccc(N2C(=O)NC(=O)/C(=C/c3ccc([N+](=O)[O-])s3)C2=O)cc1
33. CN1CCN(CC#CCOc2ccc(Cl)cc2)CC1
34. CCOc1ccc(Cl)cc1CNCCc1ccccc1F
35. C/C=C1\NC(=O)[C@@H](NC(=O)[C@H](CCc2ccc(O)cc2)NC(=O)[C@H](C)NC(=O)[C@H](O)CO)[C@@H](C)OC(=O)[C@H](C(C)C)NC(=O)[C@H](Cc2ccc(O)cc2)N(C)C(=O)[C@H](Cc2ccccc2)N2C(=O)C(CC[C@H]2O)NC1=O (stereo not given in full)
36. CCc1ccccc1N1C(=O)NC(=O)/C(=C\c2cc(C)n(C)c2C)C1=O
37. COC(=O)C(=O)N1CC2(C)CNCC(C)(C1)C2=O
38. CC(C)N1CCN(Cc2ccc3c(c2)OCCO3)CC1CCO (stereo not given)
39. CC1(C)CC(N(CCc2ccccc2)Cc2ccccc2)CCO1 (stereo not given)
40. Clc1cc(I)cc(Cl)c1NC1=NCCN1
assay / entry	31	32	33	34	35	36	37	38	39	40
AddAB inh	-0.3	-1.9	0.8	-0.1	-0.3	0.6	1.1	0.4	1.6	4.1
phage Ecoli inh	-0.2	2.2	1.0	0.5	1.0	2.9	5.0	-0.9	2.9	3.0
Rtt109 Vps75	-8	·	1	-5	2	7	-4	-4	3	1
PvdQ acylase	-17	·	-2	-2	-3	-3	-9	0	1	-10
PfHsp90 set2	-22	·	-3	12	3	9	17	7	-3	6
DAGLB inhibitor	-2	·	-3	3	-6	1	0	3	-7	1
Tat export inh	27	·	-1	5	-1	2	-5	-3	-4	4
CAL PDZ FP	-0.1	·	-0.1	-1.7	-0.9	-3.2	-1.5	-0.5	-0.3	0.1
Ecoli viability	2.1	-0.1	0.0	0.8	-1.8	-0.9	0.7	-1.5	-0.4	0.7
Wnt act	-1	1	1	1	-1	0	-1	-4	1	2

Full records, looked up by structure. Order of values: AddAB inh, phage Ecoli inh, Rtt109 Vps75, PvdQ acylase, PfHsp90 set2, DAGLB inhibitor, Tat export inh, CAL PDZ FP, Ecoli viability, Wnt act
`COC(=O)C(=O)N1CC2(C)CNCC(C)(C1)C2=O` in the list: 1.1, 5.0, -4, -9, 17, 0, -5, -1.5, 0.7, -1
`CCc1ccccc1N1C(=O)NC(=O)/C(=C\c2cc(C)n(C)c2C)C1=O` in the list: 0.6, 2.9, 7, -3, 9, 1, 2, -3.2, -0.9, 0
`CN1CCN(CC#CCOc2ccc(Cl)cc2)CC1` in the list: 0.8, 1.0, 1, -2, -3, -3, -1, -0.1, 0.0, 1
`Cc1ccc(C)c(OCC(=O)N2CCN(Cc3ccc4c(c3)OCO4)CC2)c1` in the list: -0.3, -0.2, -8, -17, -22, -2, 27, -0.1, 2.1, -1

(next part)
41. C[C@]12CCC3C(C[C@@H](O)[C@H]4C[C@@H](O)CC[C@]34C)C1CC[C@@H]2O (stereo not given in full)
42. CCOC(=O)C(C)Oc1cc(C)cc2oc(=O)c3c(c12)CCCC3 (stereo not given)
43. C=C1C2C[C@@]3([C@@H]1O)[C@@H](C[C@@H]2O)[C@@]12C4[C@@H]3C[C@@H]1[C@@](C)(CC[C@@H]2O)CN4CC
44. O=C(CN1C(=O)CCSc2ccccc21)N1CCC2(CC1)OCCO2
45. Cc1cc(C)c(Cn2c(C(=O)O)c(C=O)c3ccccc32)c(C)c1
46. CN1C(=O)N(C)C(=O)C(CCc2ccncc2)(Cc2ccc3c(c2)OCO3)C1=O
47. O=[N+]([O-])c1cc(S(=O)(=O)c2ccc(O)c([N+](=O)[O-])c2)ccc1O
48. CC1CCC2[C@@H](C)C(=O)OC3O[C@]4(C)CCC1C32OO4 (stereo not given in full)
49. O=C(O)c1ccc(/C=C/c2nc3ccccc3c(=O)n2-c2ccc(Br)cc2)cc1
50. COc1ccccc1-n1c(/C=C/c2ccccn2)nc2ccccc2c1=O
51. Cc1ccc(CN2CCCC(C(=O)c3cccc(C(F)(F)F)c3)C2)o1 (stereo not given)
52. CC1(C)C(C(=O)N2CCN(C(=O)c3ccccc3)CC2)C1(C)C
assay / entry	41	42	43	44	45	46	47	48	49	50	51	52
AddAB inh	1.2	-2.7	1.6	-0.6	1.7	0.7	2.6	-0.3	2.1	-1.8	3.1	2.6
phage Ecoli inh	4.8	0.1	3.5	0.9	0.8	2.1	3.0	4.9	-0.3	1.0	2.4	0.4
Rtt109 Vps75	14	5	5	-3	-17	-12	-2	-6	0	-3	3	-4
PvdQ acylase	10	4	9	-17	-5	-14	-10	-9	1	2	4	-19
PfHsp90 set2	-8	16	-2	-16	25	17	1	14	-29	47	10	2
DAGLB inhibitor	-2	-11	0	-3	-3	-1	2	-1	5	-1	-9	1
Tat export inh	-1	-1	1	8	0	-3	4	6	2	2	2	-6
CAL PDZ FP	0.0	-1.7	0.7	·	13	-3.5	-1.4	0.2	-0.5	-1.2	-0.3	-2.8
Ecoli viability	1.3	2.2	-0.7	-0.1	0.8	-0.4	-0.2	-1.9	-0.6	-1.9	0.7	-0.8
Wnt act	0	1	0	·	-1	-1	·	-1	-1	1	·	-2

Screening results from PubChem BioAssay.
